Bioassay records deposited in PubChem BioAssay by National Center for Advancing Translational Sciences (NCATS).
Abeta yeast res – restores growth of yeast expressing A-beta42 peptide; 0.063% of 410,000 active; yeast expressing A-beta42, growth rescue, OD600, 48 h; response scale: 0% DMSO, 100% iron-clioquinol control; Potency, µM (titrated, usually from 46.1 µM), for inactives: at the top dose growth rescue, most hits filed as activators; further: potency means the concentration at half of the fitted maximal effect; nearly all actives have a fitted effect of over 55% in size
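Yeast growth medium received pinned compounds, then yeast cells expressing toxic A-beta were added; plates incubated at 30 C for 48 hr. Growth read as absorbance at 600 nm, normalized to DMSO and equimolar FeCl3 plus clioquinol controls.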
FUS suppressor – suppressors of FUS proteinopathy in yeast; S. cerevisiae FUS-expressing, growth rescue, OD600, 24 h; Potency, µM (doses to about 76.6 µM), for inactives: top-dose growth rescue (activation), usual class: activators; 0.24% of 390,000 active;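 further: potency means the concentration at half of the fitted maximal effect; plate controls were DMSO vehicle for no effect and reference control for full effect; nearly all actives have a fitted effect of over 55% in size; some results filed as inactive show a strong effect at the top dose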
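Absorbance at 600 nm, taken 24hr after compound addition, measured rescue of FUS-yeast growth at 30C. Induction used 2% galactose with seeding at OD 0.005. Controls: CP55940 from 92uM final, DMSO only.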
PI5P4Ka inh – PI5P4K alpha (human) kinase inhibition | PI5P4Kalpha enzyme, ADP-Glo luminescence, 60 min; stronger effect = lower value | P48426 | 1.2% of 330,000 active | max response, % | AID 652105; active means max response of -50% or lower; inconclusive means between -30% and -50%; inactive means -30% or higher; further: value at the top dose of about 77 µM; on the % scale 0 is the no-effect control and ±100 the full control effect
Target sequence (P48426 whole entry, looked up): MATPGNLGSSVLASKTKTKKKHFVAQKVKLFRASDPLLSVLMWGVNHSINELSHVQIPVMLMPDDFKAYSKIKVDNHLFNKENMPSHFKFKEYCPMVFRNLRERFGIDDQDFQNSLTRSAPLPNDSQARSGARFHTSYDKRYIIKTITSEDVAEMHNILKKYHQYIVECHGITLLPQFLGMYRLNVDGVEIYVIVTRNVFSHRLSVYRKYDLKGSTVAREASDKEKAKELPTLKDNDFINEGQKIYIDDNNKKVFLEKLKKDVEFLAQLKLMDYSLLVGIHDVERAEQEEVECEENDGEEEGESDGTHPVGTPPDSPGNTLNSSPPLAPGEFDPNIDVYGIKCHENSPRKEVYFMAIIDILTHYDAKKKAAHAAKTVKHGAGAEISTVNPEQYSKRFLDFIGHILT
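Controls without substrate or without enzyme flank wells where PI5P4Kalpha converts substrate using 5 microM ATP (final). Incubation lasts 60 minutes at room temperature; ADP formed is read by ADP-Glo luminescence.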
PLK1 PBD block – PLK1 (human) polo-box domain binding inhibition | P53350 | Plk1 PBD binding of FITC phosphopeptide, fluorescence polarization | Potency, µM, for the others: max response, negative = inhibition, hits mostly inhibitors | 2.8% of 360,000 active | AID 720504; further: potency means the concentration at half of the fitted maximal effect; series mostly up to about 57 µM; on the % scale 0 is the no-effect control and ±100 the full control effect; nearly all actives have a fitted effect of over 65% in size
Target sequence (P53350 whole entry, looked up, the tested form may be a part): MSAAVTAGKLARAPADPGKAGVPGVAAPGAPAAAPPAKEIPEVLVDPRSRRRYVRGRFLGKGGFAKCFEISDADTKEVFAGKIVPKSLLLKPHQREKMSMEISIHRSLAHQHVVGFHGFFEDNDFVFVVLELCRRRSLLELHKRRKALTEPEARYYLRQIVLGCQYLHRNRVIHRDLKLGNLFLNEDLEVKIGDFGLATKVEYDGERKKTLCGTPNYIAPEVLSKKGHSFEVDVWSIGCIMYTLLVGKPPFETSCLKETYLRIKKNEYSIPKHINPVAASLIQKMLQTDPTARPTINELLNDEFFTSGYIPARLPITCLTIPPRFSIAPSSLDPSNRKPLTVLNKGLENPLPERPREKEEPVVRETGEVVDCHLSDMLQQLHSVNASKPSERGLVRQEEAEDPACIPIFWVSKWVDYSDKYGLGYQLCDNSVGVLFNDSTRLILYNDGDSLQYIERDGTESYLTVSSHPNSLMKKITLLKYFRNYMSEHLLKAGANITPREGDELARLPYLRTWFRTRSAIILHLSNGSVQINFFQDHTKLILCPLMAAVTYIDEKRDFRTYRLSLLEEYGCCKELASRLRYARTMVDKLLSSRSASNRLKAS
EPAC1 antagonist – blocks human EPAC1 exchange factor; O95398; EPAC1 GEF assay, Rap1b-BODIPY-GDP exchange fluorescence; Potency, µM (series often up to 115 µM), for the others: at the top dose activity change, negative = inhibition, most hits filed as inhibitors; 0.14% of 360,000 active; AID 720709;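 further: potency means the concentration at half of the fitted maximal effect; plate controls were vehicle for no effect and positive control for full effect; nearly all actives have a fitted effect of over 50% in size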
EPAC1 agonist – activates human EPAC1 exchange factor | 0.073% of 360,000 active | Potency, µM (series often up to 154 µM), inactives show at the top dose activation, usual class: activators | EPAC1 agonist qHTS, biochemical assay; response scale: 100% = response to 6.5 mM cAMP; further: potency means the concentration at half of the fitted maximal effect; nearly all actives have a fitted effect of over 60% in size
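Nucleotide exchange by EPAC1 (100 nM) on Rap1B–BODIPY-GDP (250 nM) in the presence of 50 uM GDP is tracked fluorescently at 480/540 nm over 30 min. Signals are normalized to a 6.5 mM cAMP control.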
WRN helicase inh – blocks human WRN helicase | Q14191 | WRN helicase unwinding, fluorescent forked duplex, kinetic | Potency, µM (titrated, usually from 114 µM), for the others: at the highest dose activity change, negative = inhibition, hits mostly inhibitors | 0.46% of 360,000 active; further: potency means the concentration at half of the fitted maximal effect; on the % scale 0 is the no-effect control and ±100 the full control effect; nearly all actives have a fitted effect of over 55% in size
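Kinetic red-fluorescence monitoring (525/598 nm) tracks WRN helicase activity after 100 nM fluorophore-quencher forked duplex and 2 mM ATP are added to 20 nM enzyme pretreated 15 min at room temperature with compound.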
aSyn yeast inh – alpha-synuclein toxicity inhibition in yeast | Yeast expressing alpha-synuclein, growth rescue, BacTiter-Glo, 24 h | AID 652106 | Potency, µM (doses to about 46.1 µM), without a hit: at the highest dose growth rescue (activation), most hits filed as activators | 0.14% of 370,000 active; further: potency means the concentration at half of the fitted maximal effect; % of control where 0% means no effect; nearly all actives have a fitted effect of over 65% in size
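Readout is rescue of growth in alpha-synuclein-expressing yeast, so inhibitors of toxicity appear as activators. Growth after 24 hr at 30 deg C in galactose medium is quantified by luminescence.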
IL-2 act – activates IL-2 in a cell-based reporter assay; IL-2 activation reporter assay, cell-based qHTS; stimulated with anti-CD3/CD4/CD28 beads; in transgenic mouse T cells; activation, % (series mostly up to about 46 µM); 0.065% of 360,000 active; AID 652025; in the data active means activation above about 50%; inconclusive means mostly about 30% to 49%; further: 0% is about no effect
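Readout: EGFP and DsRed signals by fluorescent plate cytometry. Unstimulated transgenic mouse T cells received compound 60 min before antibody-bead stimulation, then incubated 18 h at 37 degrees C.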
* hit, by the source's call; ? = inconclusive; . = no result given; & = joins results of further samples; [ ] = dose if it differs, or a comment. Unless noted, the call rests on the fitted dose curve; in most records, active means well fitted curve in the direction sought with a large enough effect; inconclusive means small, poorly fitted or top-dose-only effect, or another doubt; inactive means no such curve, though single readings can be large; an effect the other way counts as inactive or inconclusive. Random draw from the library. Share with any hit: about 4.1%.

SMILES | Abeta yeast res | FUS suppressor | PI5P4Ka inh | PLK1 PBD block | EPAC1 antagonist | EPAC1 agonist | WRN helicase inh | aSyn yeast inh | IL-2 act
Cc1cccc(N(CC(=O)N2CCCCCC2)S(C)(=O)=O)c1 | -11% | -8% | 2 | 3% | 4% | -2% | 2% | 3% | -0.6
Cc1ccc(CSc2ncnc3c2cnn3Cc2ccccc2)cc1 | 1% | -4% | 9 | -3% | -4% | 7% | -2% | -2% | -2.2
c1ccc(N2CCCCC2)c(Nc2nc3ccccc3n3cnnc23)c1 | 7% | -1% | 0 | 4% | 10% | 2% | 1% | 8% | -0.6
COc1ccc(-c2cc(COc3ccccc3)on2)cc1 | -4% | -28% | 8 | -9% | -1% | 17% | 5% | -11% | -1.7
COc1ccc(OC)c(S(=O)(=O)NCCc2cn3ccsc3n2)c1 | 1% | 8% | 0 | -8% | 7% | -9% | 6% | -1% | 1.1
O=C(O)COc1ccccc1/C=N/NC(=O)CSc1nc2ccccc2n1Cc1ccc(Cl)cc1 | -4% | 30% | 1 | ? | -9% | 9% | -11% | 1% | 0.6
CCc1cc(-c2nnn(CCC3COCCO3)c2C(C)(C)O)ccc1-c1cn(CCc2c[nH]c3ccccc23)nn1 (stereo not drawn) | 16% | ? | -1 | 3% | -9% | -6% | -5% | 2% | 0.8
O=C(NCc1ccco1)c1ccc(N2CCOCC2)c([N+](=O)[O-])c1 | 6% | 17% | -15 | -14% | 2% | 11% | 7% | 11% | -1.7
CCCCn1c(C)csc1=Nc1cccnc1 | 9% | . | 2 | -12% | -11% | 5% | 1% | -6% | -3.5
COc1ccc(-n2cc([N+](=O)[O-])c(=O)c3ccc(Cl)cc32)cc1 | -3% | -16% | -1 | -5% | -17% | 5% | -2% | -13% | -1.3
CNC(=O)Nc1cccc(NC(=O)NC)n1 | 23% | 15% | 7 | -1% | 4% | 2% | -10% | 13% | -1.1
CCc1nc2ccc(C(=O)Nc3ccc4c(c3)OCC(=O)N4)cn2c1N(C)C(=O)Cc1ccccc1 | -7% | -1% | 1 | -4% | 0% | 7% | -7% | -2% | -0.1
CCOC(=O)c1ccc(Nc2ncnc3nc[nH]c23)cc1 | 7% | 40% | -15 | 2% | 3% | -6% | 2% | -3% | -1.2
Cc1ccc(NC(=O)COC(=O)c2cccc(N3C(=O)c4ccccc4C3=O)c2)cc1 | 9% | -18% | -3 | -1% | 5% | 0% | -10% | 7% | -2.3
O=C(CCn1c(=O)[nH]c2ccccc2c1=O)N1CCN(c2cccc(C(F)(F)F)c2)CC1 | -1% | 19% | 3 | 0% | 2% | -6% | -3% | -10% | 1.1
N#Cc1ccc2[nH]cc(C3c4cc(F)ccc4C=C(c4ccsc4)N3c3ccc(C#CCCO)cc3)c2c1 (stereo not drawn) | 0% | ? | -11 | -6% | -9% | 7% | 8% | 6% | 0.1
CCCN(CCC)CCNC(=O)Cn1cc2c(n1)-c1c(oc(C(=O)N3CCCC3)c1C)CC2 | 3%&-3% | -10%&-2% | 1 | -2% | 10% | 4% | 6% | 6% | -3.1
COc1cc(C=O)c(-c2c(C=O)cc(OC)c3c2OCO3)c2c1OCO2 | 4% | -4% | 3 | -15% | -3% | 18% | 2% | 2% | 1.0
CCOC(=O)C1(C)CCCN(C(=O)c2cc(F)cc(F)c2)C1 (stereo not drawn) | -4% | -18% | 0 | 0% | -1% | -2% | 0% | -5% | 0.5
COc1cc2ccc(=O)oc2cc1OCC(O)C(C)(C)O (stereo not drawn) | -18% | -20% | -5 | -8% | -16% | 1% | -5% | -3% | 1.2
COc1ccc(N2Cc3ccccc3C2)cc1Cl | -18% | 20% | -5 | -29% | 9% | -11% | 3% | 2% | 0.7
CC(C)(C)c1ccc(C(=O)N2CCOC23CCCCC3)cc1 | -13% | -7% | 1 | -6% | -12% | 9% | 4% | 4% | -0.6
CCOC(=O)c1nc(C)nc(Sc2n[nH]c(-c3ccc(C(C)(C)C)cc3)n2)c1C | ? | ? | 20 | -5% | -16% | 0% | -5% | 6% | 0.6
CC1CCC(N(CCCN)Cc2ccco2)CC1C (stereo not drawn) | 3% | 1% | 3 | 4% | -1% | -7% | 2% | 0% | 0.0
COc1ccc(CC(=O)Nc2cccc(C(=O)Nc3ccccc3C(=O)O)c2)cc1OC | -3% | . | -9 | -20% | 2% | -2% | -24% | 1% | 1.2
Cc1cc(OCC(=O)NC(Cc2c[nH]c3ccc(O)cc23)C(=O)O)c2c(C)c(C)c(=O)oc2c1 (stereo not drawn) | -13% | 11% | -17 | -6% | -5% | -9% | -4% | 4% | 0.0
COc1ccccc1CNCCS(=O)(=O)NCc1ccccc1 | -13% | -19% | 1 | -16% | 1% | -15% | 7% | -5% | 0.5
CCOC(=O)CSc1nnc(-c2cc(OC)c(OC)c(OC)c2)o1 | -13% | -18% | -1 | 0% | 4% | -13% | -11% | 1% | 2.7
COCCNc1c2c(nc3ccccc13)CCC2 | -4% | 22% | 0 | 0% | -2% | 1% | 5% | 1% | 0.7
CCCC(NC(=O)COc1cc2c(c3oc(=O)cc(C)c13)CCC(C)(C)O2)C(=O)O (stereo not drawn) | 6% | -5% | -5 | -10% | -1% | 8% | 2% | -3% | -1.7
CCCCN(C(=O)c1ccc(COc2ccccc2)o1)c1c(N)n(CC(C)C)c(=O)[nH]c1=O | -7% | -2% | 1 | 1% | -15% | 8% | -3% | -3% | -0.7
Cc1ccc(S(=O)(=O)N/N=C/c2ccccc2O)cc1 | 21% | -9% | 10 | -6% | 12% | 9% | 8% | -10% | -1.4
C=CCNC(=O)COC(=O)CCC(=O)c1cccs1 | -8% | 7% | -7 | 3% | 25% | 6% | 3% | -2% | -6.6
CC(=O)c1cccc(NC(=O)CCNS(=O)(=O)c2cccc(C(C)=O)c2)c1 | -5% | -3% | 0 | -5% | 18% | 4% | -14% | -7% | -2.1
Cc1nc2scc(C)n2c(=O)c1S(=O)(=O)N1CCN(c2ccccc2)CC1 | -35%[inhibitor] | 29% | 3 | -3% | 4% | -5% | 8% | -46%[inhibitor] | 1.3
COc1ccc(NC(=O)c2cccc(NC(=O)c3ccccc3)c2)c(OC)c1 | 12% | -4% | -4 | -5% | -27% | 12% | 7% | -2% | -0.7

Given with each value named: entries from further up
> CCCN(CCC)CCNC(=O)Cn1cc2c(n1)-c1c(oc(C(=O)N3CCCC3)c1C)CC2
  Abeta yeast res = 3%&-3% | FUS suppressor = -10%&-2% | PI5P4Ka inh = 1 | PLK1 PBD block = -2% | EPAC1 antagonist = 10% | EPAC1 agonist = 4% | WRN helicase inh = 6% | aSyn yeast inh = 6% | IL-2 act = -3.1

> COc1cc(C=O)c(-c2c(C=O)cc(OC)c3c2OCO3)c2c1OCO2
  Abeta yeast res = 4% | FUS suppressor = -4% | PI5P4Ka inh = 3 | PLK1 PBD block = -15% | EPAC1 antagonist = -3% | EPAC1 agonist = 18% | WRN helicase inh = 2% | aSyn yeast inh = 2% | IL-2 act = 1.0

Other structures
SMILES | Abeta yeast res | FUS suppressor | PI5P4Ka inh | PLK1 PBD block | EPAC1 antagonist | EPAC1 agonist | WRN helicase inh | aSyn yeast inh | IL-2 act
COc1cc(NC(=O)COC(=O)CCCC2=NS(=O)(=O)c3ccccc3N2)cc(OC)c1 | 4% | 4% | -1 | 21µM* | ? | -1% | -13% | 2% | 0.4
Cn1cc(C(=O)N2CCc3ccccc32)cn1 | 20% | . | -9 | -5% | -2% | 2% | -1% | 1% | -0.7
CC(CC(=O)O)Nc1ccccc1O (stereo not drawn) | 15% | 15% | 1 | 2% | 0% | -4% | -5% | -6% | 0.1
Nc1nccc(SCc2ccccc2)n1 | 4% | . | 10 | 4% | -14% | -10% | -1% | 3% | -2.8
O=C(CN(C(=O)c1csnn1)c1cccc2c1CCCC2)NC1CCCC1 | 0% | 16% | -2 | -11% | -8% | 5% | -24% | 7% | 1.4
COc1ccc2[nH]c(C(=O)N(C)Cc3ccccc3)c(C)c2c1 | -8% | 8% | 6 | -2% | -1% | -2% | 11% | -10% | -2.4
CC1(C(=O)NCc2ccco2)Cc2c(-c3ccc4c(c3)OCO4)ccnc2O1 (stereo not drawn) | -7% | 20% | -7 | -5% | -4% | 3% | 2% | 10% | -0.5
CCN(CC(=O)Nc1c(F)cccc1F)C(=O)CCCNC(=O)c1ccc(Cl)cc1 | -5% | -17% | 5 | 1% | 7% | -1% | 15% | -1% | -3.5
COc1ccc(CCNC(=O)CCCCCNc2nc(=S)[nH]c3ccccc23)cc1OC | -12% | 32% | -7 | -17% | 2% | -1% | -11% | 0% | 0.4
O=C(CC(O)c1ccccc1)Nc1ccccn1 (stereo not drawn) | 10% | . | -2 | 5% | 9% | -4% | 11% | 7% | -3.8
COc1ccc(NC(=O)CSCC(=O)Nc2cccc3ncccc23)cc1 | -3% | 15% | 2 | -7% | 3% | -6% | 7% | -2% | -0.4
O=C(c1ccccc1)c1c[nH]c(C(=O)NNc2ccccc2)c1 | -22% | 2% | -10 | ? | -24% | -6% | -1%[57.1 µM] | 1% | 0.3
COCCCNC(=S)NNC(=O)C1CC1c1ccc(C(C)(C)C)cc1 (stereo not drawn) | 6% | 3% | 2 | -5% | -15% | 5% | 3% | 2% | -2.1
CCCN(CCC)CCNC(=O)c1cn(C)c(=O)c2c1c1ccccc1n2C | -18% | 20% | 4 | -11% | 7% | -6% | -6% | 21% | -0.4
O=C(NCC(=O)N1CCN(S(=O)(=O)c2ccccc2)CC1)c1ccc(Br)o1 | 2% | 5% | 6 | -4% | 10% | 3% | 5% | 1% | -3.1
Cc1ccc(/C=N/NC(=O)CN2C(=O)CSc3ccccc32)o1 | 20% | -3% | 3 | -10% | -21% | 1% | -29% | 1% | 0.3
Cc1nccn1Cc1cccc2ccccc12 | -4% | 6% | 2 | 3% | 11% | 10% | -21%[57.1 µM] | 0% | 0.4
NC(=S)Nc1ccccc1Br | 2% | 14% | 5 | -10% | 3% | -13% | -2% | 1% | -2.3
O=C(O)c1ccccc1C(=O)Nc1nccs1 | 8% | -2% | 5 | -4% | 0% | 6% | -1% | 5% | 0.4
COc1ccc(NC(=O)CCOc2ccccc2)c(OC)c1 | 3% | 7% | 0 | -11% | -4% | -3% | -3% | -5% | -0.2
